A-T KAP1 phos – potential ataxia-telangiectasia treatments restoring KAP-1 phosphorylation; […] A-T fibroblasts, KAP-1 phosphorylation AlphaLISA; neocarzinostatin DNA damage 30 min before lysis; Potency, µM (doses to about 57.5 µM), for inactives: at the highest dose activation, actives largely listed as activators; 0.19% of 320,000 active; AID 485349; note: potency is the fitted concentration of half-maximal effect; % of control where 0% means no effect; nearly all actives have a fitted effect of over 45% in size
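ATM-like activity read as KAP-1 phosphorylation via AlphaLISA donor/acceptor antibody pairs after lysis and 6 hr at 25C. Cells were ATM-null patient fibroblasts ([…], hTERT), dosed 60 min, then exposed to the DSB inducer NCS for 30 min.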
a7 integrin act – activators of alpha7 integrin expression for muscular dystrophy; 0.064% of 350,000 active; Potency, µM (top dose mostly 38.3 µM), inactives show at the highest dose activation, actives largely listed as activators; alpha7betagal myoblasts, beta-gal FDG fluorescence, 48 h;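 note: potency is the fitted concentration of half-maximal effect; 100% = response of the positive control SU9516; nearly all actives have a fitted effect of over 60% in size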
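Alpha7betagal+/- myoblasts (passage 13) were plated 16-24 hr, then exposed to compounds (1:260 dilution of DMSO stock) for 48 hours at 37C. After MPER lysis, β-galactosidase reporter activity was read as FDG fluorescence (ex 480/em 540) after 30 minutes.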
Menin MLL FP TR – menin-MLL binding inhibition, Texas Red mutant peptide. 0.23% of 270,000 active. O00255. Potency, µM (series often up to 61.6 µM), for the others: at the highest dose FP activity change, negative = inhibition, hits mostly inhibitors. Menin + Texas Red MLL mutant peptide, fluorescence polarization; active = well fitted inhibition curve with a large enough effect in the polarisation, with a control signal flat, not every such curve was filed as active; inconclusive = small, poorly fitted or top-dose-only effect, or effect the other way, or a change in a side signal; inactive = no such curve, though single readings can be large or run the other way; the % refers to the polarisation; note: potency is the fitted concentration of half-maximal effect; % of control where 0% means no effect; many of its hits are not listed in these tables
TSHR antagonist – blocks TSH signaling through the human TSH receptor | P16473 | TSHR-expressing cells, TSH-stimulated cAMP HTRF, 2 h; active compounds read low | activity change, negative = inhibition, % at 11.5 µM | 0.2% of 330,000 active;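 active = activity change below a set negative limit, meaning inhibition stronger than a set level, cut at about -70% in these data; inconclusive = activity change between two set negative limits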; note: % is set by controls: 0 for no effect and ±100 for the full control effect
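Competitive HTRF cAMP read-out (cryptate anti-cAMP antibody, cAMP-d2; 30 min, room temperature) in freshly harvested TSHR cells. Compounds added before TSH at EC80 (4nM final), followed by 2 hours' incubation at 37 deg C.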
MBNL1 CUG block – MBNL1-poly(CUG) RNA binding inhibition. 0.036% of 280,000 active. Potency, µM (series often up to 57.5 µM), inactives show top-dose activity change, negative = inhibition, usual class: inhibitors. AID 2675. TR-FRET MBNL1-His/biotin-(CUG)12 binding, 665/545 ratio. Q9NR56; active = well fitted inhibition curve with a large enough effect in the signal ratio, with a control signal flat, not every such curve was filed as active; inconclusive = small, poorly fitted or top-dose-only effect, or effect the other way, or a change in a side signal; inactive = no such curve, though single readings can be large or run the other way; the % refers to the signal ratio; note: potency is the fitted concentration of half-maximal effect; % is set by controls: 0 for no effect and ±100 for the full control effect
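His-tagged MBNL1 binding to biotinylated (CUG)12 RNA was measured by TR-FRET using terbium anti-His antibody (0.055 ng/ul final) and streptavidin-XL665 (5 nM final). Compounds were titrated 92 nM to 58 uM; 60 min at room temperature.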
TSG101-PTAP inh – blocks PTAP/TSG101 interaction to inhibit HIV-1 budding | Fluorescence polarization, FITC-PTAP peptide / Tsg101 binding | Potency, µM (doses to about 115 µM), for the others: at the highest dose activity change, negative = inhibition, most hits filed as inhibitors | 340,000 tested, under 10 active | AID 493005; active = well fitted inhibition curve with a large enough effect in the main read-out, with a control signal flat, not every such curve was filed as active; inconclusive = small, poorly fitted or top-dose-only effect, or effect the other way, or a change in a side signal; inactive = no such curve, though single readings can be large or run the other way; note: potency is the fitted concentration of half-maximal effect; % of control where 0% means no effect
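Tsg101 binding domain (10 uM final) was mixed with compound and a FITC-labeled PTAP peptide (50 nM final) in HEPES pH 7.5 buffer with NaCl, Tween 20, EDTA and TCEP; fluorescence polarization was read after 20 min at r.t.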
Mito fusion act – blocks mitochondrial division or promotes mitochondrial fusion. S. cerevisiae fusion-defective mutant growth rescue, CellTiterGlo 48 h. Potency, µM (doses to about 46.1 µM), without a hit: at the top dose growth rescue (activation), most hits filed as activators. 0.23% of 320,000 active. AID 485298;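 note: potency is the fitted concentration of half-maximal effect; % of control where 0% means no effect; nearly all actives have a fitted effect of over 45% in size; temperature-sensitive fusion mutants such as fzo1-1 at 37 °C on non-fermentable ethanol glycerol medium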
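Growth-rescue viability read-out: after 48 h at the non-permissive 37C in glycerol/ethanol YPEG, yeast mitochondrial fusion mutants are measured by CellTiterGlo luminescence; compounds (23 nl pinned per well) restoring growth score as division inhibitors or fusion activators.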
ASM inhibitor – inhibitors of human secretory acid sphingomyelinase | Potency, µM (doses to about 57.5 µM), for the others: top-dose activity change, negative = inhibition, actives largely listed as inhibitors | 0.006% of 340,000 active | placental ASM, HMU-PC fluorogenic substrate, 60 min | P17405; note: potency is the fitted concentration of half-maximal effect
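HMU-PC0 cleavage (9 uM final) by human placental ASM, 60 min at 37 °C following 10 min compound exposure at RT; stopped at pH 10, fluorescence Ex 386/Em 447 nm.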
TCR activator – T cell receptor activation; primary human leukocytes, anti-CD3, IL-2 HTRF, 48 h; Potency, µM (highest dose often 9.22 µM), without a hit: at the highest dose activation of IL-2 secretion, actives largely listed as activators; 330,000 tested, under 10 active; note: % of control where 0% means no effect
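Activity was scored as IL-2 release from primary human leukocytes given only a TCR signal (a-CD3 beads) plus compound for 48 hr. Detection used a two-antibody HTRF format read at 665nm.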
CXXC DNA block – inhibitors of human MLL CXXC domain-DNA interaction; AID 2662; 0.037% of 290,000 active; Q03164; MLL-CXXC / FITC-HOXA9 DNA fluorescence polarization; Potency, µM (series often up to 115 µM), for inactives: at the top dose activity change, negative = inhibition, actives largely listed as inhibitors; active = well fitted inhibition curve with a large enough effect in the polarisation, with a control signal flat, not every such curve was filed as active; inconclusive = small, poorly fitted or top-dose-only effect, or effect the other way, or a change in a side signal; inactive = no such curve, though single readings can be large or run the other way; the % refers to the polarisation; note: potency is the fitted concentration of half-maximal effect
Target sequence (Q03164 whole entry, looked up, the tested form may be a part): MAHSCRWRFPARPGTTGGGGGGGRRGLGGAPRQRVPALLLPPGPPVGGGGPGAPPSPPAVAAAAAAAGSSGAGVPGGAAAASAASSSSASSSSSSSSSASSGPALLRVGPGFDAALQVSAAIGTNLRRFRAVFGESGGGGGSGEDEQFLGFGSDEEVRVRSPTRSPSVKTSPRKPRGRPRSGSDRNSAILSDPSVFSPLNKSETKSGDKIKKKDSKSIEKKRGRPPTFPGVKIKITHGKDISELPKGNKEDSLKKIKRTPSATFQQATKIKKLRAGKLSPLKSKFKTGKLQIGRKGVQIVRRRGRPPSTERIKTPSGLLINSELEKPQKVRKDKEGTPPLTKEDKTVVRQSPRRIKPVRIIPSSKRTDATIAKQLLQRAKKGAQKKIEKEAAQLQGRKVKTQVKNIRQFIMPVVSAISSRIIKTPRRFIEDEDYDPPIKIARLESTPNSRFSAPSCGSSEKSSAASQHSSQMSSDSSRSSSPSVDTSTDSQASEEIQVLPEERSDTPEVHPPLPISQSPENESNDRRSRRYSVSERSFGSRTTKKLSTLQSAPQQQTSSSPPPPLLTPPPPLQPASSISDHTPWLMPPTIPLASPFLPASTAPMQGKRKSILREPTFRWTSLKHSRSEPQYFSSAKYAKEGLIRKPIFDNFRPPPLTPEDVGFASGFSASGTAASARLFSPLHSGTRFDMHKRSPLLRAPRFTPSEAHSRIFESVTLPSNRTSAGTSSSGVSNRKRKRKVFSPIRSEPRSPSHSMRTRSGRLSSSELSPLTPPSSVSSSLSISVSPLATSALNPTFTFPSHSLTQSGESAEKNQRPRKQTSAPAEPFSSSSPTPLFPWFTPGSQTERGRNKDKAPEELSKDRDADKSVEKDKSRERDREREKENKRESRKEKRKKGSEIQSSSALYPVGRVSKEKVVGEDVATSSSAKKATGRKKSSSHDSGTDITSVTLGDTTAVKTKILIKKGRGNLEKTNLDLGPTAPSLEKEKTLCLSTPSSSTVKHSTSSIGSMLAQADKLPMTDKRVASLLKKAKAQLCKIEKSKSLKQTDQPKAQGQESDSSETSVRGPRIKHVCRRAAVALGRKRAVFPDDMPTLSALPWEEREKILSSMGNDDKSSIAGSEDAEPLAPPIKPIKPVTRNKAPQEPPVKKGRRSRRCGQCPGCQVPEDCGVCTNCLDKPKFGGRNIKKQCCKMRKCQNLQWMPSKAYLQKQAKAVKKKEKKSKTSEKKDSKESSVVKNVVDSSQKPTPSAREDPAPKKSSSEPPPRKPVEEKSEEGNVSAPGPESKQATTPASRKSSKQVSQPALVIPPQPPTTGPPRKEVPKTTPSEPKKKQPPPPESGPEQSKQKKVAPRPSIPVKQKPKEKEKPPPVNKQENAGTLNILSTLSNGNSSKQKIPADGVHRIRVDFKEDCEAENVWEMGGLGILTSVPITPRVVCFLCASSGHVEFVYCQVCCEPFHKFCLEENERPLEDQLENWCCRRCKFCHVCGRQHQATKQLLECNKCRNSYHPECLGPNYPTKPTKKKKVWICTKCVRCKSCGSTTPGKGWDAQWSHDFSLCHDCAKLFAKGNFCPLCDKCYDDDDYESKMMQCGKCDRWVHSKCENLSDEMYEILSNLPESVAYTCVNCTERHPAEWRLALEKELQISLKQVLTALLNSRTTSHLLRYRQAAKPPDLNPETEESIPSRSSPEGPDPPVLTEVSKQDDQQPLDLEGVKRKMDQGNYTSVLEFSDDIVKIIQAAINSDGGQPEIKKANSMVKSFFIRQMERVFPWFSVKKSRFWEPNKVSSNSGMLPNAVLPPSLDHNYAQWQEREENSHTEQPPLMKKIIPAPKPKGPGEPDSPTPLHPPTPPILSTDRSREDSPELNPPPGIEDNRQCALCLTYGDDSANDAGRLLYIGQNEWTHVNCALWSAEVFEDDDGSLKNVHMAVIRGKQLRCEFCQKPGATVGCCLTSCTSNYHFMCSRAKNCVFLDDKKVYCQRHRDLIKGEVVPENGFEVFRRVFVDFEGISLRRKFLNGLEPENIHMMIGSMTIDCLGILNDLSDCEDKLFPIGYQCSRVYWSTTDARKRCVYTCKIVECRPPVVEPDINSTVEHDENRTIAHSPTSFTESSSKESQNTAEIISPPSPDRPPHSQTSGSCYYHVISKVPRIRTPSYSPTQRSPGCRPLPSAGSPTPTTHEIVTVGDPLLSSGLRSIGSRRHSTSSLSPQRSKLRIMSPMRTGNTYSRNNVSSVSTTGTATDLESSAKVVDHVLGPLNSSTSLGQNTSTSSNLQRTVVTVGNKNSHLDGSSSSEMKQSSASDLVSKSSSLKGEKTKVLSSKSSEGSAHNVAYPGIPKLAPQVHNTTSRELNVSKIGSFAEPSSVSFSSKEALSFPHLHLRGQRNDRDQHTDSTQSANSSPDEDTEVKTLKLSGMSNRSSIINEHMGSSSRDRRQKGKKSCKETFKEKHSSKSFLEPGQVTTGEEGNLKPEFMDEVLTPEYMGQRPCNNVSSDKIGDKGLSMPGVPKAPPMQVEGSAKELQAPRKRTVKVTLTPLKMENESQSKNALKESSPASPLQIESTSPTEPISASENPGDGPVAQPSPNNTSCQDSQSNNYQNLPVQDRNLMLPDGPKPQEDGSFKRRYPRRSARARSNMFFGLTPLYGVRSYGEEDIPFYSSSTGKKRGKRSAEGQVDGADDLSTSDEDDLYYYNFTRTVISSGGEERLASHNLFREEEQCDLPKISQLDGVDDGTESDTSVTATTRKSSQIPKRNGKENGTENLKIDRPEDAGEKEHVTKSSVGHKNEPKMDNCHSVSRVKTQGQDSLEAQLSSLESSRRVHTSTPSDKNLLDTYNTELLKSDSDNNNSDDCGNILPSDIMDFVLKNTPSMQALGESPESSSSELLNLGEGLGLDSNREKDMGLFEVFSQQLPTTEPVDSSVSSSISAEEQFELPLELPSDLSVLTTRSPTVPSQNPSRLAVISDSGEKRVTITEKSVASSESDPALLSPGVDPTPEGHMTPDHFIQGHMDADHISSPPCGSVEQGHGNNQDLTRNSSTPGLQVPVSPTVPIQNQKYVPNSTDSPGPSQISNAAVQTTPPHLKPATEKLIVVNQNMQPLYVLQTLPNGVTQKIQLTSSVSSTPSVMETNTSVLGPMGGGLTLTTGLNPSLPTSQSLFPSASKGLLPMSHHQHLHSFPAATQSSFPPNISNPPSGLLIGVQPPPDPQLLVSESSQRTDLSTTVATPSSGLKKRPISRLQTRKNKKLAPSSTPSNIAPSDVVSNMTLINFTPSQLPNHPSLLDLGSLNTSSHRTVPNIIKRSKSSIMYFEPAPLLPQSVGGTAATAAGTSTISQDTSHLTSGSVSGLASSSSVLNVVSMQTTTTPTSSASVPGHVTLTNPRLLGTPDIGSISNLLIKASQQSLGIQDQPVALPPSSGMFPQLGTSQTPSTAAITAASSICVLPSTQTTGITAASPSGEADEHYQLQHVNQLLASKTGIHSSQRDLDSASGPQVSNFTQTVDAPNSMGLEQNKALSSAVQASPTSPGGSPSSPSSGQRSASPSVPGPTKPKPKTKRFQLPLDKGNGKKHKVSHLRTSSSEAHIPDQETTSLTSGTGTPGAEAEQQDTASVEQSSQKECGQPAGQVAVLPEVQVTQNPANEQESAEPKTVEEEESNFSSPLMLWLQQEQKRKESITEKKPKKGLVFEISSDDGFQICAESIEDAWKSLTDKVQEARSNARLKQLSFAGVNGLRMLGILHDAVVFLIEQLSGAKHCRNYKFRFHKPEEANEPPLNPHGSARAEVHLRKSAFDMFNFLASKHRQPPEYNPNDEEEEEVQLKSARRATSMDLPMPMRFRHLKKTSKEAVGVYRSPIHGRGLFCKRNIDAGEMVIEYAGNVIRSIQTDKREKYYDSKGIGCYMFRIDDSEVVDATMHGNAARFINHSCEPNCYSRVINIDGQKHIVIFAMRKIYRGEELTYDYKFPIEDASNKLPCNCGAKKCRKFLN
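Purified MLL-CXXC (added from a 7 uM solution) was preincubated 5 min at ambient with pinned compounds in 50 mM Tris-HCl pH 7.5, 50 mM NaCl, 1 mM DTT, 0.05% BSA. Fluorescein-labeled HOX-A9 DNA (50 nM solution) followed, 30 min, then polarization read.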
Starred values were filed as active, the others as inactive; ? = inconclusive; · = not tested or not shown; [ ] = dose if it differs, or a comment. Unless noted, calls come from the whole dose curve; as a rule, active = well fitted curve in the direction sought with a large enough effect; inconclusive = small, poorly fitted or top-dose-only effect, or another doubt; inactive = no such curve, though single readings can be large; an effect the other way counts as inactive or inconclusive.

SMILES,Mito fusion act,MBNL1 CUG block,A-T KAP1 phos,ASM inhibitor,CXXC DNA block,Menin MLL FP TR,TSG101-PTAP inh,a7 integrin act,TCR activator,TSHR antagonist
CC(=O)N1c2ccccc2C(=O)C1N1CCCCC1 (stereo not drawn),4%,-10%,1%,17%,-6%,4%,?,0%,-1%,3
COc1cccc(CNCCc2c[nH]c3ccccc23)c1OCc1ccccc1F,-4%,-4%,5%,-8%,?,0%,1%,-33%,-2%,14
CC1CCCCC1NC(=S)Nc1cccc(S(=O)(=O)N(C)C)c1 (stereo not drawn),0%,-6%,0%,2%,26%,16%,-8%,19%,9%,-5
O=C(Nc1ncc2c(n1)-c1ccccc1OC2)c1ccccc1Cl,5%,10%,5%,18%,-1%,·,-2%,10%,1%,8
CC1CCC(NC(=O)Cn2c(=O)oc3cc(S(=O)(=O)N4CCCC4)ccc32)CC1 (stereo not drawn),0%,1%,-11%,1%,23%,?,-1%,9%,-5%,12
C[C@@H]1NC(=O)/C(=C\c2ccccc2Br)NC1=O,-1%,10%,-7%,2%,5%,-13%,-2%,-20%,-40%,-2
O=C(COC(=O)c1ccccc1-n1cnnn1)c1ccc(F)cc1,-1%,·,13%,2%,·,·,-8%,23%,6%,8
CC(C)(C)c1ccc(OCc2ccc(C(=O)N/N=C/c3ccc(O)c(O)c3)cc2)cc1,21%,-6%,-10%,-6%,0%,?,0%,-64%[inhibitor],2%,-18
CCOc1ccc(-n2c(SCC(=O)Nc3nccs3)nc3c(c2=O)SCC3)cc1,1%,-2%,10%,7%,15%,-15%,0%,-10%,4%,7
CN=C(Nc1cc(C)nn1-c1ccccc1)c1ccc(F)cc1,2%,0%,0%,2%,0%,4%,1%,15%,7%,11
Cc1cc(C)n2c(SCC(=O)Nc3ncc(C(F)(F)F)cc3Cl)nnc2n1,-8%,1%,5%,6%,0%,-4%,-4%,20%,-11%,-5
Cc1ccc(CCNC(=O)C2CCC(=O)N2CCc2ccccc2)cc1 (stereo not drawn),10%,-1%,-7%,5%,-3%,8%,1%,2%,-9%,2
CC(C)c1cc(C(=O)Nc2cccnc2)no1,4%,-10%,·,4%,-10%,-11%,-5%,12%,12%,15
COc1cccc(C(=O)n2cnnc2N)c1OC,-1%,0%,15%,1%,35%[activator],-17%,-4%,0%,2%,8
Cc1ccc([N+](=O)[O-])c(NC2OC(CO)C(O)C2O)c1 (stereo not drawn),2%,·,-2%,3%,4%,3%,3%,7%,-9%,4
CCCCCCCCOC(=O)CCc1c(C)[nH]c(=S)[nH]c1=O,-7%,2%,-3%,-7%,1%,4%,1%,11%,0%,19
O=C(COC(=O)/C=C/c1ccc2c(c1)OCO2)NC1CC1,0%,·,1%,4%,-11%,1%,-1%,13%,-7%[46.1 µM],0
O=C(OC[C@@H]1CCCN2CCCC[C@H]12)c1cc2ccccc2oc1=O,0%,?,12%,9%,3%,2%,1%,7%,-4%[46.1 µM],6
COc1ccc(OC)c(NC(=O)CCN2CCCC(C)C2)c1 (stereo not drawn),2%,-5%,2%,7%,-1%,-17%,-3%,16%,·,-13
CCn1c(SCC(=O)O)nc2sc3c(c2c1=O)CCC3,2%,9%,·,1%,-17%,0%,-3%,6%,0%,-13
Cc1cc(N2C(=O)C3CCC(c4ccccc4)CC3C2=O)no1 (stereo not drawn),-4%,0%,0%,2%,1%,0%,-1%,-9%,6%,5
O=C(Nc1cccnc1)/C(N=Nc1cccnc1)=C(\O)c1ccccc1,26%,?,-6%,7%,2%,-1%,0%,5%,-3%[46.1 µM],1
Cc1cccc(NN=C2c3ccccc3-c3ccccc32)c1,-8%,4%,0%,-19%,-5%,?,1%,5%,-7%[46.1 µM],-10
Cc1cccc(C)c1NC(=O)COC(=O)CCc1ccc(S(=O)(=O)N2CCCCC2)cc1,-3%,-4%,6%,3%,2%,-1%,1%,-9%,-1%[46.1 µM],-15
CC(=O)N1CCc2cc(S(=O)(=O)NC3CCCc4ccccc43)ccc21 (stereo not drawn),-1%,-1%,1%,-4%,6%,0%,-4%,-33%[inhibitor],-4%[46.1 µM],-16
O=C(Nc1ccccc1)/C(=C/c1cccc(Br)c1)NC(=O)c1ccco1,6%,?,6%,2%,12%,-18%,0%,-3%,2%[46.1 µM],29
C=CCOc1ccc(/C=C2\SC(=Nc3cccnc3)NC2=O)cc1,2%,12%,-5%,1%,?,·,9%,-13%,-3%,-3
O=C(O)c1cccc(NC(=O)c2ccc3c(c2)C(=O)N(c2ccccc2)C3=O)c1,-1%,?,-5%,2%,12%,-5%,1%,28%,-22%,-7
CCc1nc2c(cnn2-c2ccc(Cl)cc2)c(=O)n1-c1ccc2c(c1)OCCO2,7%,-9%,-2%,0%,-5%,-3%,0%,-2%,-1%,-1
COc1ccc(-c2c(C#N)c(SCC(=O)c3cc4ccccc4oc3=O)nc(C)c2C(=O)Nc2ccccc2)cc1,-3%,8%,4%,25%,5%,?,2%,-11%,3%[46.1 µM],-14
Cc1ccc(Cl)cc1NC(=O)COC(=O)CC(C)(C)C,-4%,-1%,-3%,2%,-5%,-5%,1%,-52%[inhibitor],-3%,0
COc1ccc(CCNS(=O)(=O)c2ccc3c(c2)n(C)c(=O)c(=O)n3C)cc1OC,1%,2%,-4%,4%,-4%,0%,-2%,-5%,-2%,-6
CC1=C(C(=O)Nc2ccc(C)cc2C)C(c2cccc(Cl)c2)n2nc(C(=O)OC(C)C)nc2N1 (stereo not drawn),0%,6%,1%,0%,-5%,-8%,0%,-9%,-1%,-2
CC(C)Cc1nnc(NC(=O)c2ccc([N+](=O)[O-])cc2)s1,-6%,?,-7%,-3%,-3%,6%,-5%,2%,3%,-19
Cc1ccc(CONC(=O)c2ccc([N+](=O)[O-])cc2)cc1,9%,·,4%,3%,·,·,-5%,3%,-1%,-13
C=CCN(c1ccccc1)S(=O)(=O)c1ccc2c(c1)NC(=O)C(C)S2 (stereo not drawn),?,-8%,-2%,-2%,7%,·,-5%,0%,1%,12
Cc1cc(=O)oc2cc(OCCSCCN3CCCCC3)ccc12,-1%,10%,-1%,29%,-3%,·,-2%,29%,-2%,-3
Cc1sc2nc(CN3CCOCC3)nc(NS(=O)(=O)c3ccccc3)c2c1C,2%,-12%,-4%,3%,25%,·,0%,11%,2%,24
CCN(CC)CCNC(=O)c1ccc(NC(=O)COc2ccc3c(c2)CCC3)cc1,-5%,·,-2%,-2%,·,·,-4%,-55%[inhibitor],-5%,3
Cc1cc(C(=O)Nc2cccc(-c3ccc(N4CCOCC4)nn3)c2)ccc1[N+](=O)[O-],5%,·,-2%,-12%,·,·,-7%,27%,4%,-16
O=C1C2C(C(=O)N1/N=C/c1cc([N+](=O)[O-])ccc1O)C1C=CC2C12CC2 (stereo not drawn),-3%,?,1%,-2%,-16%,·,-5%,6%,·,9
C/C(=N\N1CCN(c2ccccc2)CC1)c1ccco1,-1%,-6%,-3%,0%,-7%,-23%,-6%,-3%,-1%[46.1 µM],11
COc1ccc(NC(=O)c2cn3c(nc4ccccc43)c(C#N)c2C)cc1,-3%,14%,-3%,114%,-1%,·,-1%,3%,-2%,-4
CCOC(=O)c1ccc(-c2ccc(/C=C(\C#N)C(=O)NCc3cccs3)o2)cc1,-6%,·,3%,114%[activator],6%,2%,-5%,?,-9%[46.1 µM],-5
COc1ccc2c(c1)[nH]c1c(Cl)ncnc12,-1%,-8%,-6%,0%,-9%,-12%,-3%,-10%,7%[46.1 µM],11
O=C(O)c1cccc(S(=O)(=O)Nc2ccc3oc(=O)sc3c2)c1,-1%,-5%,6%,9%,0%,16%,-1%,2%,-2%,-5
COc1cccc(NC(=O)N2CCN(c3cccc(C)c3C)CC2)c1,23%,4%,4%,-1%,-3%,12%,-4%,-19%,·,-1
O=C(CSc1nnc(NC(=O)C2CC2)s1)Nc1ccc2c(c1)OCCO2,1%,-7%,4%,-12%,-4%,15%,1%,0%,-3%,-9

Compound activity: PubChem, National Center for Advancing Translational Sciences (NCATS)

Some of the compounds tested (hit frequency here may not be typical).
